# High-throughput results deposited in PubChem BioAssay by NCI.
# NCI-60 one-dose screen, 48 h, at 10 µM unless noted. Numbers give growth in % (100 = growth as untreated, 0 = no growth, -100 = all killed).
# SNB-19 = SNB-19 CNS cancer cells; hit rate 2.5% among 81,000; AID 1794751
# PC-3 = PC-3 prostate cancer cells. hit rate 3.9% among 80,000
# SF-268 = SF-268 CNS cancer cells; hit rate 3.1% among 82,000
# SF-295 = SF-295 CNS cancer cells. hit rate 5.6% among 79,000. AID 1794758
# DU-145 = DU-145 prostate cancer; hit rate 4.2% among 81,000; AID 1794760
# SNB-75 = SNB-75 CNS cancer; hit rate 5% among 79,000; AID 1794750
# U251 = U251 CNS tumor cells. hit rate 5.4% among 80,000. AID 1794753
# SF-539 = SF-539 CNS cancer; hit rate 6.8% among 81,000
# HCC-2998 = HCC-2998 colon cancer. hit rate 4.7% among 79,000
# Numbers without * were called inactive; nt = not tested or not shown; & = joins results of further samples. How the source made its calls: active means growth percent below 10; inactive means the rest.
cpd	SMILES	SNB-19	PC-3	SF-268	SF-295	DU-145	SNB-75	U251	SF-539	HCC-2998
1	N#Cc1c(N=Cc2ccc(F)cc2)n[nH]c1Nc1ccccc1	103	109	91	103	117	100	113	111	123
2	N/C(=N\OC(=O)Nc1ccc(CSc2ccc(Cl)cc2)o1)c1ccccn1	95	99	95	102	103	nt	108	nt	112
3	Cc1nc2c(c3nnc(-c4ccc(F)cc4)n13)CC(C)c1ccccc1N2C (configuration not stated)	113	86	98	94	105	74	98	98	101
4	CN(C)c1ccc(N=Nc2ccc(C(=O)O)cc2)cc1	98&87	97&95	104&98	106&135	108&109	97&94	100&103	100&93	100&104
5	O=C(CCc1ccccc1)CCc1ccccc1	102	90	98	103	110	nt	95	104	100
6	Nc1nc(N)nc(-c2cc(Cl)ccc2Cl)n1	99	91	114	102	117	104	99	106	105
7	Cc1ccc2cnc3sc(-c4ccccc4)nc3c2n1	98	89	99	100	99	93	90	90	109
8	CCCCCCNC(=O)Oc1ccc(/C(=C(/C)c2ccc(OC)cc2)c2ccc(OCCN3CCCC3)cc2)cc1	72	68	84	47	92	85	59	38	88
9	CN1CCN(Cc2cc(=O)oc3ccc4ccccc4c23)CC1	94	88	102	109	112	92	97	102	108
10	Cc1c(C(N)=O)sc2ncn(C)c(=O)c12	98	87	99	102	107	88	113	101	105
11	COc1cc(Cn2c(-c3ccccc3)cc3c2-c2oncc2CC3)cc(OC)c1OC	44	21	45	nt	-21*	-17*	24	-3.3*	43
12	COc1cc(C2N(c3ccccc3)NC(=O)[C@@H]3CCCN23)cc(OC)c1OC (some centres not stated)	101	94	96	100	107	87	101	103	90
13	O=C(Nc1ccc(Oc2ccc(F)cc2)c(Cl)c1)c1ccncc1	73	76	83	41	77	nt	85	81	73
14	CC(=O)OCC1OC(N=[N+]=[N-])C(OC(C)=O)C(OC(C)=O)C1OC(C)=O (configuration not stated)	109	95	116	113	118	100	104	103	112
15	CCCCCc1ccc(S(=O)(=O)Nc2cc(-c3csc(NC(=O)CN4CCN(CCO)CC4)n3)ccc2OC)cc1	31	48	60	-23*	49	93	2.4*	-69*	-23*
16	O=[N+]([O-])c1ccc(N=Nc2cc(S(=O)(=O)O)c3cccc(S(=O)(=O)O)c3c2O)cc1	112	98	115	125	132	104	104	104	112
17	CNCCCn1c2c(c3ccc(Cl)cc3c1=O)C(=O)c1cc(OC)cnc1-2	28	39	35	15	-85*	15	-87*	29	71
18	O=S(=O)(O)c1ccc(F)cc1	114	106	93	96	103	101	109	102	105
19	O=S(=O)(O)CCCCS(=O)(=O)c1ccccc1	100	103	101	102	106	89	103	103	102
20	COc1ccc(-n2c(-c3csc(N)n3)n[nH]c2=S)cc1	105	101	105	101	105	88	106	98	107
21	CC/C(=C\c1ccc(Cl)cc1)c1nc2ccccc2c(=O)[nH]1	85	nt	109	104	108	93	89	97	97
22	CC(=O)Oc1ccc(OC(C)=O)cc1	104	100	99	111	111	93	102	88	100
23	CC(O)CN(C)Cc1ccccc1 (configuration not stated)	99	89	99	95	104	90	96	99	106
24	O=C1OC(=O)C2C1OC1C(=O)OC(=O)C12 (configuration not stated)	107	99	105	106	114	84	97	106	96
25	Cc1c(Cl)cccc1NC(=O)c1sc2nc3c(cc2c1N)CN(CCc1ccccc1)CC3	97	97	96	92	100	nt	112	96	96
26	Oc1ccc(Cl)c2c1CCC2	101	94	92	122	104	111	104	101	105
27	C=CCSc1nnc(-c2ccc(-c3ccccc3)nc2C)o1	98	91	102	100	96	100	109	99	111
28	N#CC1C2=C(Cc3ccccc3C2)C2(C(=O)Nc3ccccc32)C(C#N)(C#N)C1N (configuration not stated)	70	42	72	125	77	94	48	87	104
29	COc1ccc(CSc2nc3cc(OC)c(OC)cc3c(=O)n2-c2ccc(OC)cc2OC)cc1	80	56	86	90	98	90	86	97	101
30	Cc1oc(-c2ccc(Cl)c(Cl)c2)cc1C(=O)Nc1ccccc1	103	93	93	104	105	85	99	100	102
31	COc1ccc2c(c1)c(CC(=O)NCCOCCOCC(=O)Nc1ccc(OC)c(C(N)=O)c1O)c(C)n2C(=O)c1ccc(Cl)cc1	106	75	89	94	107	90	93	100	93
32	O=NOCc1ccccc1	102	94	92	108	100	85	99	101	96
33	CNc1nc2c(N)ncnc2n1C1OC(CO)C(O)C1O (configuration not stated)	100	98	107	106	106	97	100	104	89
34	O=C(O)c1cc(=O)[nH]cn1	109	84	106	105	109	97	101	101	104
35	O=Cc1ccc(OCc2ccccc2)cc1	93	102	101	97	111	98	97	100	nt
36	CCOC(=O)C1=C(C)NC(C)=C(C(=O)OCC)C1c1ccncc1	102	79	96	95	103	107	96	93	103
37	COc1ccc(Cn2cc3c(c2-c2ccc(OC)cc2)CCc2c(CO)noc2-3)cc1	97	100	96	103	101	86	97	109	99
38	Cc1ccc(C)c(N=Nc2cc(C)ccc2C)c1	98	91	98	97	100	89	96	93	94
39	Clc1ccc(OCc2nnc(-c3ccc(N4CCOCC4)cc3)o2)c(Cl)c1	99	65	89	99	101	102	90	96	99
40	Nc1c2c(nc3ccc(Cl)cc13)CC(c1ccc(O)cc1)CC2=O (configuration not stated)	46	49	65	36	73	30	47	51	78
41	N#CC1(Nc2ccc(C(=O)O)cc2)CCCC1	105	94	101	105	109	95	104	105	98
42	NC(=Nc1ccccc1)SCCCCCCSC(N)=Nc1ccccc1	92	50	82	60	87	61	64	73	75
43	COc1cc(C2CC(c3ccc(SC)cc3)=NN2)cc(OC)c1OC (configuration not stated)	90	95	96	86	109	96	97	99	116
44	COc1ccc2cc(C(C)NC(=O)Nc3ccc(S(=O)(=O)Nc4nccs4)cc3)ccc2c1 (configuration not stated)	106	84	83	101	111	51	66	94	nt
45	COc1ccc(Nc2ncccc2C(=O)NCc2cn(Cc3cc(OC)cc(OC)c3)nn2)cc1	106	91	87	nt	95	82	99	90	103
46	C#Cc1ccc(-n2c(/C=C/c3ccc4[nH]ccc4c3)nc3ncccc3c2=O)cc1	102	85	94	105	104	73	104	104	111
47	Cc1sc2nc(NCCc3c[nH]c4ccc(Cl)cc34)[nH]c(=O)c2c1C	64	29	16	51	62	23	32	40	22
48	CC1SC(c2ccc(Br)cc2)N(NC(=O)CCC(=O)c2nc3ncccc3[nH]2)C1=O (configuration not stated)	95	96	92	103	100	76	94	93	102
49	c1cc(-c2nnc(SSc3ncnc4nc[nH]c34)o2)ccn1	93	51	35	22	41	57	72	15	10
50	O=C(/C=C/c1ccc([N+](=O)[O-])cc1)c1ccc(NC(=O)c2ccccc2CN2C(=O)c3ccccc3C2=O)cc1	87	96	89	98	73	84	76	98	132
51	O=C1COCCN1c1ccc(N2C(=O)C(Cl)C2c2cn(Cc3ccc(Cl)cc3)c3ccccc23)cc1 (configuration not stated)	104	90	98	103	108	82	101	94	108
52	Cc1ccc2nc3ccccc3c(NCc3ccccc3)c2c1	32	30	69	28	36	65	37	23	-21*
53	Cn1cc(/C=N/Nc2ccc(Br)cn2)c2ccccc21	100	96	106	94	112	97	102	94	110
54	O=C(Nc1ccc(-n2cnc3ccccc32)nc1)c1ccccc1	98	85	96	94	102	106	98	97	98
55	COc1ccc(-c2csc(N/N=C/c3cccs3)n2)cc1	101	70	92	79	103	101	90	99	105
56	COc1ccc(N2C(=O)[C@@H](O)[C@H]2/C=C/c2ccccc2)cc1	99	91	101	101	109	76	96	106	113

# Some of the entries so far, in transposed form:
[24] O=C1OC(=O)C2C1OC1C(=O)OC(=O)C12 (configuration not stated)
[19] O=S(=O)(O)CCCCS(=O)(=O)c1ccccc1
[30] Cc1oc(-c2ccc(Cl)c(Cl)c2)cc1C(=O)Nc1ccccc1
[12] COc1cc(C2N(c3ccccc3)NC(=O)[C@@H]3CCCN23)cc(OC)c1OC (some centres not stated)
[28] N#CC1C2=C(Cc3ccccc3C2)C2(C(=O)Nc3ccccc32)C(C#N)(C#N)C1N (configuration not stated)
[40] Nc1c2c(nc3ccc(Cl)cc13)CC(c1ccc(O)cc1)CC2=O (configuration not stated)

assay / compound	24	19	30	12	28	40
SNB-19	107	100	103	101	70	46
PC-3	99	103	93	94	42	49
SF-268	105	101	93	96	72	65
SF-295	106	102	104	100	125	36
DU-145	114	106	105	107	77	73
SNB-75	84	89	85	87	94	30
U251	97	103	99	101	48	47
SF-539	106	103	100	103	87	51
HCC-2998	96	102	102	90	104	78

# Following part
cpd	SMILES	SNB-19	PC-3	SF-268	SF-295	DU-145	SNB-75	U251	SF-539	HCC-2998
57	CCCCCN(C)c1ncnc2[nH]ncc12	nt	124	103	109	119	95	101	95	106
58	Cc1cccc2c1nc(-c1ccc(O)c(O)c1)n2Cc1c(F)cccc1F	89	80	72	102	94	76	82	89	96
59	O=C(CCCCC(=O)Nc1ccc(C2=NCCN2)cc1)Nc1ccc(C2=NCCN2)cc1	110	99	107	94	106	104	98	110	99
60	Cc1ccc(C2=NN3C(C2)c2cc(Cl)ccc2OC3c2ccncc2)cc1 (configuration not stated)	83	62	65	91	101	69	74	86	100
61	O=C1N/C(=N/c2nc(-c3ccccc3Cl)cc(-c3ccc(Cl)cc3Cl)n2)S/C1=C/c1ccc(Cl)cc1	93	79	91	49	100	67	89	97	102
62	O=C(O)c1cc(N=Nc2cccc([N+](=O)[O-])c2)ccc1O	100	95	107	130	112	87	93	108	97
63	COc1ccc(C2=Cc3[nH][nH]c(=O)c3C(c3ccc(OC)cc3)C2)cc1 (configuration not stated)	100	85	101	90	110	94	93	95	85
64	O=S(=O)(O)c1cc(Cl)cc(N=Nc2ccc(O)cc2O)c1O	110	94	93	126	97	103	101	117	107
65	Cn1c(=O)c2c(nc3n2CCN3CCc2ccc(O)c(O)c2)n(C)c1=O	104	98	92	101	101	97	96	94	99
66	O=C1C=C(N2CCCCC2)C(=O)c2ccccc21	104	78	95	105	103	103	104	105	106
67	CCOC(=O)c1c(C)[nH]c(C(=O)O)c1C	109	96	106	120	122	85	109	113	99
68	CC(C)(CNC1CCCCC1)OC(=O)c1ccc(N)cc1	102	94	107	104	106	97	99	112	108
69	Clc1cccc(N=Cc2ccc3c(c2)OCO3)c1Cl	103	100	110	105	123	97	101	114	110
70	COc1ccc(-c2cn(-c3ccc(Cl)cc3)c(SCC(=O)c3ccc([N+](=O)[O-])cc3)n2)cc1	52	74	73	75	102	39	61	83	103
71	CS(=O)(=O)c1ccc(-n2nc(-c3ccc(Oc4ccccc4)cc3)c3ccccc3c2=O)cc1	109	85	90	95	106	83	97	104	96
72	O=C1CCCCCN1C(=O)c1ccccc1	94	91	105	113	121	95	85	101	nt
73	CC(=O)OCC(=O)[C@@]1(O)CCC2C3CCC4=CC(=O)CC[C@]4(C)C3[C@@H](O)C[C@@]21C (some centres not stated)	102	94	106	110	117	113	105	88	98
74	Cc1ccc(C2=NN(c3ccc(S(N)(=O)=O)cc3)C(=O)CC2)c(C)c1	103	92	106	101	108	100	96	102	96
75	O=S(O)c1cccs1	108	96	123	118	127	77	106	108	106
76	O=C1/C(=C/c2ccc(OCc3ccccc3)cc2)Oc2cc(OCCN3CCCCC3)ccc21	94	75	77	93	92	83	70	70	90
77	CCCCCCCCCC1OCC(C)O1 (configuration not stated)	105	96	99	108	108	108	103	nt	100
78	N#Cc1c(NCc2ccc(Cl)cc2)oc(-c2ccccc2)c1-c1ccccc1	96	nt	88	106	107	100	62	95	102
79	O=C(OCc1ccc2cccc(O)c2n1)c1cc2cc(F)ccc2[nH]1	101	93	92	101	106	67	98	94	103
80	C=CCNC(=O)OC(C)C	106	102	112	84	106	98	112	94	111
81	O=C(O)Cc1ccc(C(=O)O)cc1	102	101	101	96	104	87	91	96	108
82	CC(=O)OCc1ccccn1	91	98	nt	101	nt	88	108	92	102
83	Nc1ncnc2nc(NCc3ccccc3)[nH]c12	104	92	99	104	100	90	89	99	107
84	O=c1[nH]c(=O)n2c(c1-c1ccccc1)OC(CBr)C2 (configuration not stated)	100	97	104	114	112	82	99	100	100
85	O=C(Cn1nncc1CN1C(=O)CSC1=O)Nc1ccccc1F	98	106	97	100	108	91	104	103	108
86	N#C/C(=C\c1ccc(-c2ccccc2Cl)o1)C(=O)Nc1ncc(Cc2ccc(Cl)cc2)s1	103	92	100	101	98	112	98	96	94
87	O=C(NCCNc1nccc(-c2c(-c3cccc(O)c3)nc3sccn23)n1)Nc1ccccc1	108	87	80	99	110	72	108	62	95
88	CCC1(OC(=O)c2ccccc2SSCCOC(=O)CCCCC2SCC3NC(=O)NC32)C(=O)OCc2c1cc1n(c2=O)Cc2cc3ccccc3nc2-1 (configuration not stated)	37	37	39	5.6*	35	81	36	29	79

# Shown in transposed form: 4 of the compounds above.
(85) O=C(Cn1nncc1CN1C(=O)CSC1=O)Nc1ccccc1F
(86) N#C/C(=C\c1ccc(-c2ccccc2Cl)o1)C(=O)Nc1ncc(Cc2ccc(Cl)cc2)s1
(88) CCC1(OC(=O)c2ccccc2SSCCOC(=O)CCCCC2SCC3NC(=O)NC32)C(=O)OCc2c1cc1n(c2=O)Cc2cc3ccccc3nc2-1 (configuration not stated)
(82) CC(=O)OCc1ccccn1

Compound,85,86,88,82
SNB-19,98,103,37,91
PC-3,106,92,37,98
SF-268,97,100,39,nt
SF-295,100,101,5.6*,101
DU-145,108,98,35,nt
SNB-75,91,112,81,88
U251,104,98,36,108
SF-539,103,96,29,92
HCC-2998,108,94,79,102

# More results.
cpd	SMILES	SNB-19	PC-3	SF-268	SF-295	DU-145	SNB-75	U251	SF-539	HCC-2998
89	CCOC(=O)C1=C(CN(C2CCCCC2)C2CCCCC2)N(C)C(=O)NC1c1ccccc1 (configuration not stated)	88	43	91	82	97	102	83	107	90
90	CSc1nc(SC)nc(SC)n1	118	103	119	112	127	105	114	107	111
91	COc1cc(-c2cc(-c3ccc(Br)cc3)c(C#N)c(N)n2)cc(OC)c1OC	97	97	104	99	109	93	99	108	107
92	N#CCCN1C/C(=C/c2ccc(Cl)cc2)C(=O)/C(=C/c2ccc(Cl)cc2)C1	-28*	-40*	-39*	-22*	-31*	12	-95*	-50*	-85*
93	O=C(C[C@]1(O)C(=O)Nc2ccccc21)c1ccc(O)cc1O	95	84	87	93	96	73	100	98	104
